Screening results: PubChem, several laboratories
Pf gamet viab = P. falciparum stage V gametocyte viability inhibition. P. falciparum stage V gametocytes, ATP luminescence, 24 h. inhibition, % at 10.9 µM. 150,000 tested, 0.065% active;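 active = inhibition above the mean plus 3 SD of compounds within the control limits, set per campaign, cut at about 38% in these data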;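 also: 0% = DMSO wells and 100% = medium only without gametocytes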
Bim-Mcl-1 = human Bim-Mcl-1 interaction inhibition; Q07820; Bead-based flow cytometry, Bim peptide-Mcl-1 binding; inhibition, % at 10 µM; 190,000 tested, 0.1% active; AID 1009; in the data active = inhibition above about 40%;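 also: 0% = no compound tracer wells and 100% = peptide blocker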
Target sequence (Q07820 whole entry, looked up): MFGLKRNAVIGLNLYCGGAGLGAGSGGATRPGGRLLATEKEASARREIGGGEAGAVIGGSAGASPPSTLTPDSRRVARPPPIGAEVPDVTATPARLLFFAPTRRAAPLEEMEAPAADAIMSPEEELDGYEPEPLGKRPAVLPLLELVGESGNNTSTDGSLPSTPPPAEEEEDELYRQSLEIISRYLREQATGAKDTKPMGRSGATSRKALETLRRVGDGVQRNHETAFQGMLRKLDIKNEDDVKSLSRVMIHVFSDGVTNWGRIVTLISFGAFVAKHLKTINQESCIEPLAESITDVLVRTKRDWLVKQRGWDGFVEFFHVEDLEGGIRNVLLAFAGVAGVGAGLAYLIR
Rac1 wt modul = human Rac1 wildtype GTP binding, inhibitors and activators; GST-Rac1 beads, fluorescent GTP binding, flow cytometry; actives lie on both sides; 0 = cold GTP competed, 100 = untreated; AID 757; 190,000 tested, 0.27% active; P63000; GTP binding activity (% of control), % at 10 µM;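 active = GTP binding activity at least 20 points away from the 100% control level, either lower or higher; inconclusive = compound flagged as likely green fluorescent, judged across all proteins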
Rab2 wt GTP = changes GTP binding to wildtype dog Rab2A, up or down; GST-Rab2 wt beads, Bodipy-GTP binding, flow cytometry; GTP binding activity, % at 10 µM; 190,000 tested, 0.19% active; AID 760;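 active = GTP binding activity at least 20 points away from 100%, either lowered or raised; inconclusive = signal likely due to the compound's own green fluorescence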;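 also: 0% = beads with excess unlabeled GTP and 100% = no-compound control corrected for plate trend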
Rac1 act GTP bind = modulators of GTP binding to human Rac1 activated mutant; P63000; GST-Rac1 activated beads, fluorescent GTP binding, flow cytometry; actives lie on both sides; 100% means binding = to untreated wells; percent activity (GTP binding), % at 10 µM; 190,000 tested, 0.11% active; AID 764;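 active = GTP binding at least 20 percentage points away from the 100% baseline, in either direction, so actives lie on both sides; inconclusive = Compound likely fluorescent itself, or too few beads counted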
Cdc42 wt = modulators (inhibitors or activators) of GTP binding to human Cdc42 wildtype; P60953; GST-Cdc42 beads, Bodipy-GTP binding, flow cytometry; actives lie on both sides; percent activity (GTP binding), % at 10 µM; 190,000 tested, 0.2% active;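 active = percent activity GTP binding at least 20 points away from the 100% baseline, either down as inhibitor or up as activator; inconclusive = compound flagged as likely green fluorescent from well-wide comparison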;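 also: median bead fluorescence of bound Bodipy-FL-GTP at 100 nM; 0% = excess unlabeled GTP control and 100% = no compound control; below 100% means less GTP binding so inhibitor and above means activator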
Mcl1 Bid PPI = Mcl-1/Bid interaction inhibition. 220,000 tested, 0.97% active. TR-FRET Mcl-1/Bid-Dy647 peptide binding, 1536-well. inhibition, % at 21.7 µM;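 active = compounds that cut the binding signal by more than half at the single screening dose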;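 also: His-tagged Mcl-1 with europium anti-His antibody binding Bid BH3 peptide; 0% = Mcl-1 plus peptide wells and 100% = peptide-only wells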
RGS8-Gao = regulators of human RGS8-Galphao interaction; AID 1423; P09471; 220,000 tested, 0.34% active; multiplexed bead flow cytometry, RGS8-Galphao binding; actives lie on both sides; response (percent of control binding), % at 10 µM; in the data active = response below about 60% or above about 140%; inactive = in between;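 also: Galphao activated as the GDP aluminium fluoride complex binding bead-coupled RGS8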
Target sequence (P09471 whole entry, looked up): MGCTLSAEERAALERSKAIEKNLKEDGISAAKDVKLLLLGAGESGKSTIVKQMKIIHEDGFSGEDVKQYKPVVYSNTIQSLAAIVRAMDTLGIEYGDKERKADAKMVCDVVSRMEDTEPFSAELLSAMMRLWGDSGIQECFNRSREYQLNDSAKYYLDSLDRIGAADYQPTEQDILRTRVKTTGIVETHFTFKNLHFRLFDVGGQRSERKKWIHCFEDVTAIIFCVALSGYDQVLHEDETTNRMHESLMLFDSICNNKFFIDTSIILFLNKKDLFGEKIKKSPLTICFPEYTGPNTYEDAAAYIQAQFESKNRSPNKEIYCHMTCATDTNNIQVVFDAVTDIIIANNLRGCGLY
Mcl1-Noxa inh = disrupts binding of human Mcl-1 to Noxa peptide; inhibition, % at 21.7 µM; 220,000 tested, 1.5% active; TR-FRET Mcl-1/Noxa peptide binding, 2 h;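 active = compounds that cut the protein-peptide binding signal by more than 50% relative to plate controls in a single-dose test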;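 also: His-tagged Mcl-1 with rhodamine Noxa BH3 peptide and terbium anti-His antibody; 0% = Mcl-1 plus Noxa peptide wells and 100% = peptide-only wells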
HRas wt GTP = modulators of GTP binding to human HRas wildtype; 190,000 tested, 0.14% active; GST-Ras wt beads, Bodipy-FL-GTP binding, flow cytometry; actives lie on both sides; GTP binding activity, % at 10 µM; P01112;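 active = GTP binding activity at least 20% away from the 100% baseline, either lowered as inhibitor or raised as activator; inconclusive = flagged as likely green fluorescent, judged across all proteins in the well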;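 also: 0% = unlabeled GTP competition control and 100% = no-compound control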
Target sequence (P01112 whole entry, looked up): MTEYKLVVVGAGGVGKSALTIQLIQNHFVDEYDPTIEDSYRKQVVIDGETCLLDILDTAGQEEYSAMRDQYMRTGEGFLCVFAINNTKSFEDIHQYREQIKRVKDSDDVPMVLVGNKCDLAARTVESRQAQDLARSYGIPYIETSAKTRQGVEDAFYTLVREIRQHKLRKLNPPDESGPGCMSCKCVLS
Rab7 wt modul = modulators of GTP binding to dog Rab7 wildtype GTPase. 190,000 tested, 0.055% active. AID 758. GTP binding activity (percent of control), % at 10 µM. GST-Rab7 beads, fluorescent GTP binding, flow cytometry; actives lie on both sides; untreated = 100%, excess cold GTP = 0%;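 active = fluorescent GTP binding to Rab7 beads changed by at least 20 points from the 100% baseline, either direction, mostly lower; inconclusive = compound itself probably fluorescent, or too few beads counted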;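 also: median green fluorescence of bound Bodipy-FL-GTP per Rab7 bead population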
* marks the source's active call; other numbers are inactive results; u = inconclusive; x = not tested or not shown.

SMILES	Pf gamet viab	Bim-Mcl-1	Rac1 wt modul	Rab2 wt GTP	Rac1 act GTP bind	Cdc42 wt	Mcl1 Bid PPI	RGS8-Gao	Mcl1-Noxa inh	HRas wt GTP	Rab7 wt modul
N#C/C(=C\c1cccc(Oc2ccccc2)c1)C(=O)N1CCOCC1	7.3	5.0	97.0	95.0	96.0	95.0	10.3	101.1	21.4	95.0	97.0
CC(C)NC(=O)COC(=O)c1ccc(NS(=O)(=O)c2ccc3c(c2)OCCO3)cc1	-23.7	0.0	107.0	97.0	99.0	101.0	-31.6	98.2	-3.1	100.0	98.0
Cc1cccc(CSCCNC(=S)Nc2ccccc2)c1	x	-2.0	103.0	100.0	103.0	99.0	-6.5	101.7	10.0	103.0	103.0
CCOc1ccccc1N1CCN(C(=O)C(Sc2ccccc2)c2ccccc2)CC1 (stereo unspecified)	x	0.0	92.0	91.0	90.0	96.0	-4.6	100.8	x	93.0	91.0
CN(C)c1nc(-c2ccccc2)ncc1S(=O)(=O)c1ccccc1	12.0	0.0	u	u	u	u	-1.4	96.2	2.6	u	u
CCOC(=O)C1CSc2[nH]c(=O)sc2C1c1ccccc1 (stereo unspecified)	-32.3	0.0	102.0	96.0	96.0	97.0	-9.0	100.1	6.4	99.0	101.0
Cc1ccc(N(CC(=O)Nc2ccccc2C(=O)NCc2ccco2)S(=O)(=O)c2ccccc2)cc1C	13.4	-1.0	104.0	101.0	99.0	103.0	-10.4	100.9	-4.5	104.0	103.0
COc1cc(NC(=O)CN2C(=O)C(c3ccccc3)=NC2(C)C)cc(OC)c1	x	-2.0	95.0	97.0	93.0	94.0	-23.6	102.7	2.1	95.0	103.0
C=CCn1c(C)cc(C(=O)COC(=O)/C=C/c2cccc(OC)c2)c1C	-16.9	-2.0	u	u	u	u	-35.6	106.9	-7.6	u	u
COC(=O)c1cc(Br)c(=O)n(Cc2cccnc2)c1	x	1.0	96.0	94.0	94.0	96.0	10.0	107.9	-2.3	95.0	96.0
CN(CC(CC(=O)Nc1nncs1)c1ccccc1)S(=O)(=O)c1ccc(Br)cc1 (stereo unspecified)	x	1.0	103.0	101.0	99.0	100.0	-4.0	99.2	6.7	104.0	102.0
COc1ccccc1NS(=O)(=O)c1ccc(Br)s1	7.6	0.0	104.0	100.0	102.0	103.0	-20.7	99.3	3.5	101.0	98.0
O=C(CSc1ccc(-c2ccccc2)nn1)N1CCN(c2ccccc2)CC1	-6.0	-2.0	103.0	101.0	98.0	101.0	-5.7	99.4	-0.2	101.0	101.0
Cn1c(SCC(=O)c2ccc3c(c2)OCCO3)nnc1C1CC1	x	-2.0	104.0	99.0	98.0	100.0	26.2	98.5	-9.6	102.0	100.0
O=C(CCC(=O)c1cccs1)c1cccs1	-6.4	-1.0	105.0	100.0	99.0	101.0	-9.6	79.6	1.5	101.0	101.0
CC(=O)Nc1ccc(/C=N/NC(=O)CNS(=O)(=O)c2ccccc2)cc1	8.8	x	93.0	94.0	96.0	98.0	-4.2	107.1	2.7	95.0	94.0
COC(=O)C1CCN(C(=O)Cc2c(OC)ccc3cc(Br)ccc23)CC1	6.5	-2.0	100.0	100.0	97.0	99.0	-33.6	101.7	9.1	102.0	103.0
COC(=O)c1cc(-c2ccc(Br)cc2)on1	x	0.0	98.0	97.0	96.0	97.0	11.1	97.2	-3.3	99.0	97.0
COc1ccccc1NC(=O)Nc1nnc(CC(=O)Nc2ccccc2C)s1	-12.3	1.0	98.0	94.0	95.0	95.0	-14.1	100.5	13.2	96.0	102.0
CCN(CC)C(=O)CSc1nnc(SCc2ccc(Cl)cc2)s1	-7.2	0.0	95.0	94.0	92.0	97.0	-27.0	101.9	-7.6	97.0	95.0
O=C(CCC(=O)c1cccs1)OCC(=O)N1CCN(C(=O)c2ccco2)CC1	x	1.0	103.0	101.0	101.0	102.0	-15.6	99.3	-13.6	100.0	100.0
Cc1nc2ccc([N+](=O)[O-])cc2s1	x	-1.0	97.0	98.0	97.0	97.0	3.7	99.9	11.2	99.0	102.0
O=C1OCCC1Sc1nnc(-c2ccco2)o1 (stereo unspecified)	0.6	-5.0	104.0	100.0	97.0	98.0	-26.9	99.3	-37.7	100.0	94.0
O=C1/C(=C/c2cccc([N+](=O)[O-])c2)CCc2ccccc21	x	-5.0	103.0	95.0	96.0	95.0	9.2	96.8	10.0	96.0	97.0
CN(C)CCNC(=O)C1CCCNC1=O (stereo unspecified)	-1.2	-1.0	102.0	97.0	98.0	102.0	-8.9	99.8	-1.7	100.0	98.0
Cc1cccc(C(=O)NC(=S)N2CCc3ccccc3C2)c1	-8.2	-4.0	104.0	99.0	97.0	102.0	-9.9	98.5	19.2	99.0	97.0
N#CC1=C(N)Oc2n[nH]c(-c3cccnc3)c2C1c1ccc([N+](=O)[O-])o1 (stereo unspecified)	-0.5	-23.0	u	u	u	u	-21.3	102.3	20.4	u	u
CC(C)CNS(=O)(=O)c1ccc(S(=O)(=O)N2CCN(CCC#N)CC2)cc1	x	-2.0	97.0	98.0	97.0	95.0	5.0	107.9	-10.6	96.0	95.0
Cc1cc2c(c(=O)n1Cc1ccc3c(c1)OCO3)C(c1cccnc1)C(C#N)=C(N)O2 (stereo unspecified)	-17.8	-3.0	101.0	98.0	101.0	99.0	-19.3	99.6	9.3	100.0	97.0
O=C(CSc1nc2ccccc2[nH]1)Nc1c(F)cccc1F	x	-3.0	105.0	104.0	102.0	104.0	-24.6	102.7	13.8	105.0	101.0
CCOC(=O)Cn1c(=O)oc2cc(S(=O)(=O)N3CCn4c3nc3ccccc34)ccc21	x	-1.0	102.0	98.0	98.0	97.0	-17.8	101.2	2.7	97.0	96.0
Cn1nnnc1SCC(=O)NCc1ccco1	-6.7	4.0	100.0	100.0	100.0	100.0	-70.9	98.6	-13.0	101.0	100.0
CCC(C)NS(=O)(=O)c1ccc(OCC(=O)N2CCCCC2)cc1 (stereo unspecified)	x	1.0	101.0	103.0	96.0	101.0	-11.5	109.2	14.5	102.0	104.0
O=S(=O)(Cc1ccccc1)NCC1CCCN(Cc2ccc3nonc3c2)C1 (stereo unspecified)	6.6	-10.0	97.0	96.0	94.0	94.0	-27.8	104.1	-4.4	97.0	102.0
O=C(Cc1ccccc1)NCc1ccccn1	18.4	3.0	98.0	96.0	96.0	96.0	-30.6	104.2	-12.1	95.0	97.0
Brc1ccc(Nc2nc3ccccc3n3nnnc23)cc1	x	-6.0	u	u	u	u	-17.7	96.8	16.6	u	u
CCOC(=O)C1(S(=O)(=O)c2ccc(Cl)cc2)CCN(Cc2ccc(C)cc2)CC1	-14.0	-6.0	100.0	98.0	97.0	100.0	-9.9	99.8	2.3	101.0	98.0
C=CCNC(=O)c1ccc(Sc2ccc(C)cc2)c([N+](=O)[O-])c1	x	-1.0	97.0	102.0	98.0	100.0	-2.4	97.0	-4.4	102.0	95.0
CC(C)(C)c1ccc(OCC(=O)OCCNC(=O)c2cccnc2)cc1	x	-3.0	106.0	100.0	99.0	102.0	27.5	102.8	38.2	102.0	100.0
Cc1ccc(NC(=O)CCC(=O)NNC(=O)C(C)(C)C)c(C)c1	11.2	-3.0	96.0	103.0	95.0	99.0	-11.2	101.6	2.3	98.0	103.0
CCCCOc1ccc(OCCCC)c2c1NC1(N2)C(=O)N(C(C)=O)c2ccccc21	1.8	1.0	104.0	99.0	101.0	105.0	-10.4	98.6	15.8	104.0	100.0
COCCCn1c(-c2ccsc2)nc2c1c(=O)[nH]c(=O)n2Cc1ccccc1	-1.2	-1.0	94.0	95.0	95.0	97.0	-4.9	99.7	-4.6	97.0	94.0
CCc1ccc(Cn2nnc(C(=O)NCc3ccccc3OC)c2N)cc1	x	0.0	96.0	95.0	95.0	94.0	-0.2	102.2	2.5	96.0	100.0
Cc1ccc(-n2ncc3c(=O)[nH]c(SCC(=O)N4CCCc5ccccc54)nc32)cc1	-15.7	0.0	96.0	96.0	96.0	98.0	-33.4	100.9	10.4	98.0	96.0
O=C1NC(c2ccccc2)=C(c2ccc3ccccc3n2)C(c2ccc(F)cc2)N1 (stereo unspecified)	x	-1.0	102.0	101.0	101.0	100.0	1.2	100.3	12.5	102.0	101.0
CCCCSc1nnc(-c2ccc(NC(C)=O)cc2)n1C	-15.0	-3.0	101.0	98.0	99.0	99.0	2.5	102.7	8.1	100.0	96.0
CCOC(=O)CN1C(=O)S/C(=C/c2ccc(O)c([N+](=O)[O-])c2)C1=O	17.2	-3.0	101.0	99.0	100.0	98.0	-8.9	100.1	20.2	101.0	98.0
COCCNc1ccc(N2C(=O)CCCC2=O)cc1[N+](=O)[O-]	21.5	1.0	101.0	96.0	97.0	98.0	5.1	106.1	-2.6	97.0	96.0
COc1ccc(-c2nnc(OCc3nc4ccccc4n3C)c3ccccc23)cc1	-17.0	0.0	99.0	99.0	97.0	97.0	-11.7	105.4	4.1	99.0	97.0
COc1ccc(/C=N/NC(=O)CN(Cc2ccccc2)S(=O)(=O)c2ccc3c(c2)OCCO3)cc1	x	-1.0	89.0	88.0	94.0	95.0	-10.9	99.7	13.3	91.0	92.0

Continuation.
SMILES	Pf gamet viab	Bim-Mcl-1	Rac1 wt modul	Rab2 wt GTP	Rac1 act GTP bind	Cdc42 wt	Mcl1 Bid PPI	RGS8-Gao	Mcl1-Noxa inh	HRas wt GTP	Rab7 wt modul
OCCN(C=NC1=NN(c2cccc(C(F)(F)F)c2)CC1)CCO	x	6.0	99.0	98.0	98.0	99.0	-91.6	101.7	4.6	100.0	98.0
Cc1cc(NC(=O)CSc2nc3cc(Cl)ccc3c(=O)n2CC(C)C)no1	x	0.0	103.0	102.0	96.0	104.0	-4.2	101.0	2.9	100.0	100.0
CC(=O)C1=C(O)C(=O)N(c2cccnc2)C1c1ccc(Cl)cc1 (stereo unspecified)	x	-3.0	101.0	102.0	97.0	102.0	-20.6	98.5	19.7	101.0	105.0
Fc1cccc(Cl)c1CNCc1ccccc1Cl	x	2.0	101.0	97.0	95.0	101.0	-2.1	101.2	0.1	100.0	99.0
O=C(CCCn1cnc([N+](=O)[O-])n1)Nc1ccc(Cl)c(Cl)c1	x	0.0	104.0	106.0	101.0	105.0	-28.4	98.3	6.6	104.0	100.0
Cc1cccc(CCNC(=O)CN(C)S(=O)(=O)c2ccc3c(c2)c(=O)n(C)c(=O)n3C)c1	x	1.0	100.0	98.0	98.0	100.0	6.9	101.0	9.2	98.0	97.0
CCCNC(=O)NC(=O)COC(=O)CNS(=O)(=O)/C=C/c1ccccc1	x	-3.0	101.0	96.0	96.0	98.0	-7.9	102.0	9.1	96.0	95.0
